Rab9 promoter act = activates the Rab9 promoter | actives 2.8% (n = 320,000) | Huh7 Rab9 promoter-luciferase reporter, luminescence, 24 h | AID 485297 | Potency, µM (titrated, usually from 9.22 µM), inactives show at the highest dose activation, negative = inhibition, actives largely listed as activators; also: potency is read from the fitted curve at half-maximal effect; % of control where 0% means no effect; nearly all actives have a fitted effect of over 60% in size
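Huh7 cells stably carrying Rab9 promoter–luciferase reporter, plated 1500 cells/well, compound added after 2 h and incubated 24 h at 37 °C; luciferase luminescence then read after 10 min with detection reagent.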
NPC1 prom act = activates the NPC1 promoter | actives 2.4% (n = 320,000) | Potency, µM (top dose mostly 9.22 µM), for the others: at the top dose activation, hits mostly activators | AID 485313 | Huh7 NPC1 promoter luciferase reporter, 24 h;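 also: potency is read from the fitted curve at half-maximal effect; % of control where 0% means no effect; nearly all actives have a fitted effect of over 60% in size; reporter is driven by a mutant NPC1 promoter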
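Luminescence from an NPC1 promoter-driven luciferase reporter in stably transfected Huh7 cells was measured after 24 h compound treatment at 37 °C, followed by 10 min ambient incubation with luciferase detection reagent.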
BRCA1 expr act = activators of BRCA1 expression; MCF7-BRCA1-FFLuc reporter, luminescence, 48 h; response scale: scaled: vehicle 0%, 10 µM genistein 100%; Potency, µM (doses to about 46.1 µM), for the others: at the highest dose activation, hits mostly activators; actives 1.1% (n = 380,000); also: potency is read from the fitted curve at half-maximal effect; nearly all actives have a fitted effect of over 80% in size; some results filed as inactive show a strong effect at the top dose
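Reporter cells (MCF7, BRCA1 promoter-firefly luciferase) received library compounds across a concentration series for 48 h. End-point luminescence was measured and concentration-effect curves derived after normalization.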
Gal4-VP16 FLuc = inhibits Gal4-VP16 luciferase reporter, ROR gamma counter-screen; Drosophila S2 Gal4-VP16 UAS-luciferase, luminescence, 20 h; Potency, µM (doses to about 53.6 µM), inactives show at the highest dose activity, negative = inhibition, hits mostly inhibitors; actives 3.5% (n = 310,000);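 also: Gal4-VP16 expression switched on by copper sulfate through the metallothionein promoter; potency is read from the fitted curve at half-maximal effect; % is scaled to controls: 0 for no effect and ±100 for the full control effect; nearly all actives have a fitted effect of over 50% in size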
p53 reactivation = re-activators of mutant p53; H1299 p53-A138V BP100-luciferase reporter, luminescence, 24 h; Potency, µM (doses to about 92.2 µM), without a hit: top-dose activity change, positive = activation, hits mostly activators; actives 0.063% (n = 320,000); AID 504706; also: potency is read from the fitted curve at half-maximal effect; % of control where 0% means no effect; nearly all actives have a fitted effect of over 45% in size
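p53-null H1299 cells stably carrying temperature-sensitive p53-A138V and a BP100-luciferase reporter were pinned with compounds (4-point, 1:5 series) and held 24 hrs at 37 deg C. Luminescence was read 10 min after detection reagent.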
ELG1 genotox = induces genotoxicity in HEK293T cells with luciferase-tagged ELG1; Potency, µM (highest dose often 46 µM), for the others: at the top dose activity change, positive = activation, usual class: activators; AID 504466; actives 1.3% (n = 330,000); HEK293T ELG1-luciferase reporter, luminescence, 16 h; also: potency is read from the fitted curve at half-maximal effect; % of control where 0% means no effect; nearly all actives have a fitted effect of over 60% in size
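Luminescence read-out: rising ELG1-luciferase signal, reflecting elevated ELG1 protein under genetic stress, flags genotoxic compounds. Cells were treated for 16 hr at 37 °C before ONE-Glo detection.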
Menin MLL FP TR = menin-MLL binding inhibition, Texas Red mutant peptide; O00255; Menin + Texas Red MLL mutant peptide, fluorescence polarization; Potency, µM (titrated, usually from 61.6 µM), for inactives: at the highest dose FP activity change, negative = inhibition, most hits filed as inhibitors; actives 0.23% (n = 270,000); AID 1768; active = well fitted inhibition curve with a large enough effect in the polarisation, with a control signal flat, not every such curve was filed as active; inconclusive = small, poorly fitted or top-dose-only effect, or effect the other way, or a change in a side signal; inactive = no such curve, though single readings can be large or run the other way; the % refers to the polarisation; also: potency is read from the fitted curve at half-maximal effect; % of control where 0% means no effect; many of its hits are not listed in these tables
FLuc counter = firefly luciferase modulation, counter-screen for miR-21 project | P08659 | purified FLuc, Km substrates, luminescence inhibition | Potency, µM (highest dose often 57.5 µM), for the others: top-dose activity change, negative = inhibition, usual class: inhibitors | actives 6.9% (n = 360,000) | AID 588342;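 also: potency is read from the fitted curve at half-maximal effect; plate controls were vehicle for no effect and reference inhibitor for full effect; nearly all actives have a fitted effect of over 55% in size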
Target sequence (P08659 whole entry, looked up): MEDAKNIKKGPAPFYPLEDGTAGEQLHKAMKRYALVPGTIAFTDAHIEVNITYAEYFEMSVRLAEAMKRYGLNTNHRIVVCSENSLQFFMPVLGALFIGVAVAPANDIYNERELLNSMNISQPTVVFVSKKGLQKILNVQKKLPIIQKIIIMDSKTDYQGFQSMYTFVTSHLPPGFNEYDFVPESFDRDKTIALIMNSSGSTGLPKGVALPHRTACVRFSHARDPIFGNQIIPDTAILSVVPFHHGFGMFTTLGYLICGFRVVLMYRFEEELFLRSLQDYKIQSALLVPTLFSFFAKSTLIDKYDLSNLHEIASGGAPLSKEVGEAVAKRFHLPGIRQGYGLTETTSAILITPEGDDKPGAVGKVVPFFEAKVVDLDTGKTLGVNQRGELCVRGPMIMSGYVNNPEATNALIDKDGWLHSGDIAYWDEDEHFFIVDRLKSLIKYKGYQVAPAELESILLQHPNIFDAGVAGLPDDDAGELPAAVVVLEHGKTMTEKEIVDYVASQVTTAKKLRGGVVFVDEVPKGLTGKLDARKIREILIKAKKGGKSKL
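Purified P. pyralis luciferase, 10 nM final, with Km-level 10 uM D-luciferin and 10 uM ATP in 50 mM Tris acetate pH 7.5, 10 mM Mg acetate, 0.01% Tween-20, 0.05% BSA; 6-point qHTS titration about 60 µM downward; luminescence read.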
RORg inh = blocks mouse ROR gamma transcriptional activity | Drosophila S2 Gal4-RORgamma UAS-luciferase reporter, 20 h | Potency, µM (highest dose often 53.6 µM), for the others: top-dose activity change, negative = inhibition, usual class: inhibitors | actives 5.4% (n = 310,000) | P51450; also: potency is read from the fitted curve at half-maximal effect; % is scaled to controls: 0 for no effect and ±100 for the full control effect; nearly all actives have a fitted effect of over 60% in size
Target sequence (P51450 whole entry, looked up, the tested form may be a part): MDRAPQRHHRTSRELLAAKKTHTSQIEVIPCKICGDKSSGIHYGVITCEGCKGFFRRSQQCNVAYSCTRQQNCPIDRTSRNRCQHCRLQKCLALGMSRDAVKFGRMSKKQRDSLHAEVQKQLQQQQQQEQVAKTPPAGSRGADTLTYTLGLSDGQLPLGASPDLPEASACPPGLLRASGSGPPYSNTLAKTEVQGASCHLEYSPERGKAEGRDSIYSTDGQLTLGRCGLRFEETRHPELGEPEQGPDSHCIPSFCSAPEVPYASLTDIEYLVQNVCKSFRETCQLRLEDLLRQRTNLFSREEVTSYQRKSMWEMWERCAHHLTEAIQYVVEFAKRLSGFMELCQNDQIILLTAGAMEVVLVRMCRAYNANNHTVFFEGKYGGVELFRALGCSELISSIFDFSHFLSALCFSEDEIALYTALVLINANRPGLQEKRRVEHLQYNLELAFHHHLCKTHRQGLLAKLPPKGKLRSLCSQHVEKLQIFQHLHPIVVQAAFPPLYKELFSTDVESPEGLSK
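Compounds are pin-transferred onto Drosophila Schneider cells expressing a copper-inducible Gal4–ROR gamma transactivation domain fusion. After 1 hr, copper sulfate is added to 700 uM final; luciferase is read 20 hr later.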
PKM2 act = increases activity of human pyruvate kinase M2 | actives 0.34% (n = 260,000) | AID 1631 | purified PKM2, Kinase-Glo ATP luminescence, activation; response scale: 0% is enzyme alone, no compound | P14618 | Potency, µM (titrated, usually from 57.5 µM), for the others: at the highest dose activation, actives largely listed as activators; also: potency is read from the fitted curve at half-maximal effect; % is scaled to controls: 0 for no effect and ±100 for the full control effect; nearly all actives have a fitted effect of over 55% in size
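Purified hPK-M2 (>95% pure) converted ADP (0.1 mM final) to ATP with 0.5 mM PEP in 50 mM imidazole pH7.2, KCl, MgCl2, Tween 20, BSA; 1 h at room temperature. ATP detected by Kinase-Glo luminescence.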
Giardia kill = Giardia lamblia killing | actives 0.15% (n = 340,000) | Giardia lamblia trophozoite viability | AID 540267 | activity change, % at 7.66 µM, hits read low; in the data active = activity change below about -80%; inconclusive = between about -30% and that limit;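 also: parasites exposed to compound for two days anaerobically before the ATP read; % is scaled to controls: 0 for no effect and ±100 for the full control effect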
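ATP-content bioluminescence gauges trophozoite survival. Cells (100/well) receive compound and incubate anaerobically for 48 hrs at 37 deg C; detection reagent follows for 15-30 min at room temperature.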
* = called active by the depositor; u = inconclusive; x = no result given; [ ] = dose if it differs, or a comment. Unless noted, calls follow the shape of the dose curve; as a rule, active = well fitted curve in the direction sought with a large enough effect; inconclusive = small, poorly fitted or top-dose-only effect, or another doubt; inactive = no such curve, though single readings can be large; an effect the other way counts as inactive or inconclusive. An excerpt; rates above refer to the full screens.

#	structure	Rab9 promoter act	NPC1 prom act	BRCA1 expr act	Gal4-VP16 FLuc	p53 reactivation	ELG1 genotox	Menin MLL FP TR	FLuc counter	RORg inh	PKM2 act	Giardia kill
1	O=C(NCc1cccnc1)C1CCC(CNS(=O)(=O)c2ccc(Cl)cc2)CC1 (configuration not stated)	3%	-2%	-25%	1%	-1%	-5%	6%	-2%	1%	3%	1
2	Cc1csc(NC(=O)c2cc(-c3ccncc3)nc3ccccc23)n1	-5%	1%	-28%	-5%	-3%	-7%	u	u	-1%	3%	13
3	COc1ccc(/C=C/c2nc3cc(-c4ccccc4)ccc3o2)cc1O	5%	1%	-47%	u	-15%	-1%	u	9.5µM*	32µM*	4%	7
4	Cc1ccc2cc(CN(CC3CCCO3)S(=O)(=O)c3c(C)ccc4nsnc34)c(=O)[nH]c2c1 (configuration not stated)	-3%	-2%	2%	1%	1%	3%	-9%	4%	22%	-3%	-1
5	COc1ccc(Br)cc1S(=O)(=O)N1CC(C)OC(C)C1 (configuration not stated)	-4%	-5%	2%	-2%	-12%	-2%	0%	-3%	-6%	-1%	14
6	CCCn1c(=O)[nH]c(=O)c2c1nc(-c1ccc(OC(F)(F)C(F)C(F)(F)F)cc1)n2CCOC (configuration not stated)	13%	-3%	-21%	-1%	-5%	-4%	u	1%	31%	4%	2
7	O=C(CNC(=O)c1ccc(Br)o1)NCc1ccc2c(c1)OCO2	0%	1%	-19%	-5%	2%	-2%	-4%	-1%	-3%	3%	2
8	COc1ccccc1NC(=O)Nc1ccnn1C1CCCCC1	-9%	-5%	-29%	1%	1%	-2%	-3%	-1%	-19%[10 µM]	7%	-7
9	CC(=O)c1c(C)nc2ccccn12	-2%	-1%	9%	-2%	-3%	1%	-12%	0%	-23%	4%	3
10	Cc1ccc2nc(-c3ccc(NC(=O)CCN4C(=O)c5ccccc5C4=O)cc3)sc2c1	0.25µM*	0.4µM*	10%	7.1µM*	x	1µM*	6%	1.5µM*	5µM*	9%	-22
11	CCOC(=O)C1=C(c2ccccc2)NC(=S)NC1c1ccc(Cl)c([N+](=O)[O-])c1 (configuration not stated)	-5%	-2%	x	u	-5%	-7%	5%	-2%	u	-5%	x
12	CC1CCN(C(C)C(=O)Nc2ccc(S(=O)(=O)N3CCCC3)cc2)CC1 (configuration not stated)	-6%	-5%	-14%	x	3%	1%	x	0%	x	x	-4
13	O=C(NCCOc1ccccc1Cl)c1cc(F)c(F)cc1Cl	2.2µM*	2.8µM*	7.1µM*	-2%	u	u	9%	5.4µM*	-15%	0%	-22
14	CC(C)Cc1csc(NC(=O)c2ccccc2Cl)c1C(=O)O	-2%	-1%	11%	-2%	27%	-7%	u	u	23%	-15%	-10
15	O=C(Nc1ccc2c(c1)OCCO2)C(=O)c1c[nH]c2ccccc12	0.1µM*	u	17%	3.2µM*	-5%	u	x	0.19µM*	2.5µM*	-11%	u
16	COc1ccc(S(=O)(=O)N2CCCCC2)cc1NC(=O)CN(C)C1CCCCC1	-1%	-8%	-28%	23%	4%	-6%	-16%	3%	-20%	-21%	11
17	Cc1cc(C(=O)CSc2ncccn2)c(C)n1-c1cccc(F)c1	1.4µM*	3.5µM*	u	-18%	u	10µM*	-23%	2.4µM*	3%	-3%	17
18	CCCCc1nc(N)c(C#N)c(-c2ccco2)c1CCC	7%	-7%	-7%	2%	-18%	-1%	-15%	-1%	29%	2%	13
19	NC1=NC(=O)/C(=C/c2cn(CCC(=O)O)nc2-c2ccc(F)cc2)S1	-5%	-3%	2%	0%	-4%	0%	-6%	2%	2%	0%	-13
20	CC(=O)Nc1cccc(-c2csc(Nc3ccc(C)cn3)n2)c1	0.89µM*	1µM*	-9%	-29%	u	1.8µM*	u	0.43µM*	-35%	0%	-9
21	CCS(=O)(=O)N1Cc2ccccc2CC1C(=O)Nc1nc2ccc(F)cc2s1 (configuration not stated)	16%	11%	-37%	11µM*	u	u	15%	15µM*	4.5µM*	3%	-1
22	O=C(NC1CCCC1)C(c1ccncc1)N(C(=O)c1csnn1)c1cccc(Cl)c1 (configuration not stated)	-7%	0%	-14%	-1%	-5%	0%	9%	-2%	25%	0%	6
23	CC1=[N+]([O-])C(C)(C)C(c2ccc(Br)cc2)=[N+]1[O-]	-5%	1%	-11%	-1%	-22%	-3%	4%	6%	-8%	3%	-13
24	COC(=O)C1SCC2C(=O)N(Cc3ccc(Cl)cc3)CC(=O)N21 (configuration not stated)	-9%	0%	-19%	0%	-4%	-2%	2%	1%	-9%	2%	-4
25	O=C(COc1ccc(S(=O)(=O)N2CCCCC2)cc1)N1CCCCCC1	2%	1%	-4%	-5%	-8%	-7%	-13%	-1%	10%	-9%	6
26	CCS(=O)(=O)Nc1cc(OC)c(OC)cc1Cc1nccc2cc(OC)c(OC)cc12	4%	-3%	-20%	-24%	-7%	4%	0%	-5%	-10%	20%	-14
27	CCC(=O)NC(=S)Nc1ccc(S(=O)(=O)NC2CCCCC2)cc1	-10%	0%	-17%	-3%	1%	-9%	x	3%	-25%	0%	-1
28	O=C(N/N=C/C1CC2CCC1C2)C1CC1 (configuration not stated)	-5%	3%	-3%	20%	18%	2%	x	0%	-1%	0%	-9
29	Cc1ccc(-c2nnn(CC(=O)NCCc3ccc4c(c3)OCO4)n2)o1	-3%	-3%	0%	-8%	-6%	3%	5%	1%	21%	0%	1
30	O=C(O)[C@@H]1CCCN1C(=O)c1ccco1	0%	-6%	-9%	-16%	-7%	1%	9%	8%	-3%	-2%	-8

Entries listed so far with an aryl methoxy group:
#	structure	Rab9 promoter act	NPC1 prom act	BRCA1 expr act	Gal4-VP16 FLuc	p53 reactivation	ELG1 genotox	Menin MLL FP TR	FLuc counter	RORg inh	PKM2 act	Giardia kill
3	COc1ccc(/C=C/c2nc3cc(-c4ccccc4)ccc3o2)cc1O	5%	1%	-47%	u	-15%	-1%	u	9.5µM*	32µM*	4%	7
5	COc1ccc(Br)cc1S(=O)(=O)N1CC(C)OC(C)C1 (configuration not stated)	-4%	-5%	2%	-2%	-12%	-2%	0%	-3%	-6%	-1%	14
8	COc1ccccc1NC(=O)Nc1ccnn1C1CCCCC1	-9%	-5%	-29%	1%	1%	-2%	-3%	-1%	-19%[10 µM]	7%	-7
16	COc1ccc(S(=O)(=O)N2CCCCC2)cc1NC(=O)CN(C)C1CCCCC1	-1%	-8%	-28%	23%	4%	-6%	-16%	3%	-20%	-21%	11
26	CCS(=O)(=O)Nc1cc(OC)c(OC)cc1Cc1nccc2cc(OC)c(OC)cc12	4%	-3%	-20%	-24%	-7%	4%	0%	-5%	-10%	20%	-14

(cont.)
#	structure	Rab9 promoter act	NPC1 prom act	BRCA1 expr act	Gal4-VP16 FLuc	p53 reactivation	ELG1 genotox	Menin MLL FP TR	FLuc counter	RORg inh	PKM2 act	Giardia kill
31	C=CCn1c(SCC(=O)c2ccc(O)c(O)c2)nnc1-c1cccc(C)c1	-25%	-22%	-27%	x	15%	1%	x	-1%	x	x	-5
32	O=C(Nc1ccc(OC(F)F)cc1)c1cc(S(=O)(=O)N2CCCCC2)ccc1N1CCOCC1	0%	0%	0%	x	-4%	0%	x	0%	x	x	-18
33	COc1cccc(Nc2nnc(SCN3C(=O)c4ccccc4C3=O)s2)c1	-1%	1%	22%	-13%	12%	9%	u	5%	-16%	-2%	10
34	CCCC(C)C(=O)Nc1ccc(S(N)(=O)=O)cc1 (configuration not stated)	0%	-6%	8%	3%	-1%	0%	2%	-1%	21%	0%	u
35	CC1=C([N+](=O)[O-])C(c2ccccc2)NC(=O)N1 (configuration not stated)	-4%	-3%	-8%	6%	3%	-3%	-5%	0%	21%[1.91 µM]	1%	28
36	Cc1cc(S(=O)(=O)Nc2c(C)nc3nc[nH]n3c2=O)ccc1F	0%	1%	-21%	-18%	-1%	5%	21%	0%	0%	-3%	15
37	COc1ccc(N(CC(=O)Nc2cccc([N+](=O)[O-])c2C)S(C)(=O)=O)cc1OC	-1%	-5%	-13%	-6%	0%	0%	1%	-2%	-4%	6%	-20

Bioassay records as filed in PubChem BioAssay.
